AID2073 = inhibitors of Mint1-CaV2.2 protein interaction, biochemical, HTRF (AID 2073) | actives 0.19% (n = 290,000) | HTRF protein-protein interaction, Mint1-CaV2.2; higher % means a stronger effect | inhibition, % at 20 µM, or IC50 in µM where a hit was titrated | Voltage-dependent N-type calcium channel subunit alpha-1B (Homo sapiens); in the data active = inhibition mostly above about 51%, no sharp cut-off; inconclusive = no clear call, values can overlap the other calls; inactive = mostly below about 53%; also: some results filed as inactive read as strong as hits
HIV peptide binding = inhibitors of HIV fusion peptide binding, primary screen, biochemical, uHTS, fluorescence dequenching (AID 1986). cell-free peptide binding, fluorescence dequenching, 30 min; higher % means a stronger effect. inhibition, % at 20 µM, or IC50 in µM where a hit was titrated. actives 0.3% (n = 290,000); in the data active = inhibition mostly above about 52%, no sharp cut-off; inactive = mostly below about 76%; also: some results filed as inactive read as strong as hits
GPR35 arrestin U2OS = GPR35 antagonists blocking zaprinast-driven arrestin recruitment, primary screen, imaging, U2OS, beta-arrestin-GFP, zaprinast agonist (AID 2058); U2OS GPR35 beta-arrestin-GFP translocation imaging, zaprinast antagonism; higher % means a stronger effect; one-dose inhibition, % at 10 µM; IC50 in µM for titrated hits; actives 0.052% (n = 290,000);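 active = inhibition of at least 50% with at least 30 cells and total cytoplasm GFP at most 10,000,000; inconclusive = under 30 cells or total GFP of 10,000,000 plus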
K1F lysis inhibition = inhibition of K1F phage lysis, E. coli UTI89, bacterial capsule biogenesis inhibitors, alamar blue (AID 488966); E. coli UTI89 K1F phage lysis, alamar blue, 2 h; higher % means a stronger effect; inhibition, % at 100 µM, or IC50 in µM where a hit was titrated; actives 0.02% (n = 340,000);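 active = phage lysis inhibition, versus mean bacterial control, above a set limit; inconclusive = no clear call, values can overlap the other calls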;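 also: capsule biogenesis inhibitors block K1F phage lysis so surviving cells raise fluorescence; higher fluorescence means more inhibition of phage lysis; actives were called in the ten point dose series up to 300 µM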
NTR1 agonist = agonists of NTR1, primary screen, imaging, U2OS cells, beta-arrestin-GFP, high content (AID 493036) | Neurotensin receptor type 1 (Homo sapiens), P30989 | NTR1-U2OS beta-arrestin-GFP spot imaging, agonist mode | activation, % at 20 µM | actives 0.17% (n = 330,000);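 active = activation at or above 40% of the spot to cytoplasm intensity ratio, with at least 20 cells analyzed; inconclusive = wells under 20 cells, flagged as cytotoxic or low count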;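 also: 0% = DMSO without peptide and 100% = 100 nM NTR1 peptide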
Target sequence (P30989 whole entry, looked up): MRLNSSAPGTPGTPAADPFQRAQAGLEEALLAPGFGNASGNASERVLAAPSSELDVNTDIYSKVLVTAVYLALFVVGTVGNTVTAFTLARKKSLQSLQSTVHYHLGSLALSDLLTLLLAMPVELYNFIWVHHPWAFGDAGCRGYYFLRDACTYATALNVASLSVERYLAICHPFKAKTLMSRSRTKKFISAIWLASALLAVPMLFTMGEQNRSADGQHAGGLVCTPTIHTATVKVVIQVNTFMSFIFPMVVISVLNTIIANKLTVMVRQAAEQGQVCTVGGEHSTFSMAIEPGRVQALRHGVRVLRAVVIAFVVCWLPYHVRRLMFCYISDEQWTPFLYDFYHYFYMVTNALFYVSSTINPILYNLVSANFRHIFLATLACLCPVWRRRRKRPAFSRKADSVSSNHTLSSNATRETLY
SIAH1 antagonists = Siah-1 peptide-binding antagonists, primary screen, biochemical, fluorescence polarization, rhodamine-plectin, uHTS (AID 1817); Siah-1 / rhodamine-plectin peptide fluorescence polarization; higher % means a stronger effect; displacement, % at 20 µM, or IC50 in µM where a hit was titrated; actives 0.02% (n = 290,000);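 active = displacement of at least 50% at 20 µM, with a fluorescence ratio check between 0.3 and a set limit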;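 also: plate controls were Siah plus tracer with DMSO for no effect and tracer alone without Siah for full effect; strong numbers were not always called active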
Dengue-2 NS5 capping = Dengue-2 NS5 methyltransferase inhibitors, primary screen, biochemical, confirmation dose response (AID 588689). Genome polyprotein (Dengue virus type 2 (strain 16681-PDK53)). Dengue-2 NS5 methyltransferase capping enzyme assay, biochemical; higher % means a stronger effect. inhibition, % at 25 µM; hits with a dose series show IC50 in µM. actives 0.3% (n = 340,000); in the data active = a potency from the dose series; inconclusive = inhibition above about 29% without an active follow-up result
GPR55 activation = GPR55 agonists via beta-arrestin recruitment, primary screen, imaging, U2OS cells, beta-arrestin-GFP redistribution (AID 1961); U2OS GPR55 beta-arrestin-GFP redistribution imaging; higher % means a stronger effect; actives 0.048% (n = 290,000); activation, % at 10 µM, or EC50 in µM where a hit was titrated; G-protein coupled receptor 55 (Homo sapiens);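 active = activation above 40% with more than 50 cells counted in the well; inconclusive = wells holding fewer than 50 cells, flagged as toxic or sparse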;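 also: U2OS osteosarcoma cells stably expressing GPR55 and beta-arrestin-GFP; plate controls were DMSO negative control for no effect and LPI positive control for full effect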
GPR55 LPI antagonism = GPR55 antagonists blocking LPI-driven arrestin recruitment, primary screen, imaging, U2OS, beta-arrestin-GFP, LPI agonist (AID 2013). G-protein coupled receptor 55 (Homo sapiens). U2OS GPR55 beta-arrestin-GFP translocation imaging, LPI antagonism; higher % means a stronger effect. one-dose inhibition, % at 10 µM; IC50 in µM for titrated hits. actives 0.13% (n = 290,000);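 active = spots per cell inhibited over 60%, with over 100 cells counted and total cytoplasm intensity under 500,000; inconclusive = wells with under 100 cells, flagged as likely toxic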;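 also: U2OS cells stably carrying GPR55 and arrestin-GFP stimulated by 5 µM LPI near EC80; imaged beta-arrestin-GFP aggregate spots per cell after agonist stimulation; plate controls were LPI-stimulated DMSO wells for no effect and DMSO wells without LPI for full effect; some results filed as inactive read as strong as hits; confirmed hits need IC50 under 10 µM and bright autofluorescent wells are also inconclusive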
NTR1 agonist cell count 20 µM = recorded beside NTR1 agonist, whose call it bears; cell count; measured here: cell count, cytotoxicity flag
* = called active by the depositor; ? = inconclusive; · = no result given; & = joins results of further samples; [ ] = dose if it differs, or a comment.

SMILES	AID2073	HIV peptide binding	GPR35 arrestin U2OS	K1F lysis inhibition	NTR1 agonist	NTR1 agonist cell count 20 µM	SIAH1 antagonists	Dengue-2 NS5 capping	GPR55 activation	GPR55 LPI antagonism
O=C(O)c1cccc2c1C(=O)N(c1ccccc1)C2	14%	-0.4%	-5%	0.1%	0.2	97	-3%	-5%	-0.1%	2%
CCC(C)C(NC(=O)c1ccccc1NC(=O)c1ccc(OC)cc1)C(=O)NCCCn1ccnc1 (configuration not stated)	-1%	1.4%	-5%	0.2%	-0.3	42	-1%	-6%	0.0%	-2%
CCOC(=O)c1[nH]c(C)c(CCC(=O)O)c1C	4%&3%	0.6%&-1.6%	-4%&-2%	-0.6%&0.2%	0.1&1.0	59&60	-4%&-2%	-3%&0%	-0.2%&0.3%	4%&-12%
C=CCN1C(=O)CSc2ccc(C(=O)NC(C)c3ccccc3)cc21 (configuration not stated)	3%	0.1%	11%	0.1%	2.1	64	3%	-4%	0.3%	-3%
CCOC(=O)C1CCCN(CCCc2ccccc2)C1 (configuration not stated)	5%&10%	6.5%&1.8%	-12%&-2%	4.4%&0.3%	-4.3&-0.5	65&63	1%&2%	-3%&-4%	-0.1%&0.1%	0%&11%
C=CCNc1nc2ccccc2nc1NS(=O)(=O)c1cccs1	-5%	6.5%	11%	-0.5%	1.2	42	-2%	8%	-0.2%	2%
O=C(C1CCCCC1)N1CCN(c2ncccn2)CC1	4%	-0.1%	6%	-0.2%	2.6	47	-4%	-1%	-0.2%	-2%
O=S(=O)(c1cccc(S(=O)(=O)N2CCC(Cc3ccccc3)CC2)c1)N1CCOCC1	6%	-2.1%	-21%	-1.3%	2.2	51	2%	-2%	-0.3%	6%
Cc1ccc(NC(=O)CSc2ccc(C(N)=O)cc2[N+](=O)[O-])cc1	23%	-0.6%	2%	3.5%	1.9	39	4%	-6%	-0.1%	-2%
COCCN=C1Sc2nc3cc4c(cc3cc2CN1CC1CCCO1)OCO4 (configuration not stated)	-22%	-1.5%	-1%	0.5%	-0.2	47	-5%	-8%	-0.1%	7%
Cc1cccc(NS(=O)(=O)c2nnc(NC(=O)C3CCCCC3)s2)c1	23%	2.6%	4%	4.6%	0.9	86	7%	1%	0.0%	-2%
COc1ccccc1C(=O)NCCOc1ccc(C(C)(C)C)cc1	2%	0.8%	0%	-2.0%	2.1	51	15%	-11%	-0.3%	-28%

Part of the list above, with values under each structure:
Every second line gives: AID2073, HIV peptide binding, GPR35 arrestin U2OS, K1F lysis inhibition, NTR1 agonist, NTR1 agonist cell count 20 µM, SIAH1 antagonists, Dengue-2 NS5 capping, GPR55 activation, GPR55 LPI antagonism
CCC(C)C(NC(=O)c1ccccc1NC(=O)c1ccc(OC)cc1)C(=O)NCCCn1ccnc1 (configuration not stated)
  -1%, 1.4%, -5%, 0.2%, -0.3, 42, -1%, -6%, 0.0%, -2%
CCOC(=O)c1[nH]c(C)c(CCC(=O)O)c1C
  4%&3%, 0.6%&-1.6%, -4%&-2%, -0.6%&0.2%, 0.1&1.0, 59&60, -4%&-2%, -3%&0%, -0.2%&0.3%, 4%&-12%
C=CCN1C(=O)CSc2ccc(C(=O)NC(C)c3ccccc3)cc21 (configuration not stated)
  3%, 0.1%, 11%, 0.1%, 2.1, 64, 3%, -4%, 0.3%, -3%
CCOC(=O)C1CCCN(CCCc2ccccc2)C1 (configuration not stated)
  5%&10%, 6.5%&1.8%, -12%&-2%, 4.4%&0.3%, -4.3&-0.5, 65&63, 1%&2%, -3%&-4%, -0.1%&0.1%, 0%&11%
C=CCNc1nc2ccccc2nc1NS(=O)(=O)c1cccs1
  -5%, 6.5%, 11%, -0.5%, 1.2, 42, -2%, 8%, -0.2%, 2%
O=C(C1CCCCC1)N1CCN(c2ncccn2)CC1
  4%, -0.1%, 6%, -0.2%, 2.6, 47, -4%, -1%, -0.2%, -2%
O=S(=O)(c1cccc(S(=O)(=O)N2CCC(Cc3ccccc3)CC2)c1)N1CCOCC1
  6%, -2.1%, -21%, -1.3%, 2.2, 51, 2%, -2%, -0.3%, 6%

(next part)
SMILES	AID2073	HIV peptide binding	GPR35 arrestin U2OS	K1F lysis inhibition	NTR1 agonist	NTR1 agonist cell count 20 µM	SIAH1 antagonists	Dengue-2 NS5 capping	GPR55 activation	GPR55 LPI antagonism
CC(C)NC(=O)CCn1nc(-c2ccc(Cl)cc2)c2ccccc2c1=O	3%	0.9%	-3%	1.0%	1.3	37	8%	-5%	0.3%	-1%
CCc1ccc(CNC(=O)CCCC(=O)n2nc(C)c3ccccc32)cc1	0%	0.1%	-6%	0.3%	2.7	83	0%	4%	-0.2%	-14%
C/C(CC(=O)Nc1cccnc1)=N\NC(=O)C(=O)NC(C)C	-7%	-1.1%	8%	0.3%	2.9	42	5%	-5%	-0.1%	-7%
Cc1ccccc1N(C(=O)c1ccccn1)C(C(=O)NCc1ccccc1)c1ccncc1 (configuration not stated)	-7%	-0.1%	-15%	0.1%	-0.3	37	3%	-2%	·	-3%
COc1cc(OC)c(NC(=O)CN(C)S(=O)(=O)c2ccc(-c3ccc(=O)[nH]n3)s2)cc1Cl	24%	7.1%	11%	1.5%	0.4	72	9%	-17%	-0.1%	-8%
Cc1ccccc1OCc1nc(-c2ccc(NC(=O)c3ccc4c(c3)OCO4)cc2)no1	36%	-1.8%	15%	0.4%	4.9	51	4%	2%	0.6%	23%
CCc1ccc(-c2csc3ncn(CC)c(=O)c23)cc1	20%	3.8%	-8%	-0.1%	0.0	91	16%	5%	-0.1%	2%
NC(=O)C1CCN(Cc2nc(-c3cccs3)no2)CC1	0%	1.7%	-5%	-0.1%	-1.1	50	2%	3%	-0.1%	3%
O=C(COc1ccc(Br)cc1Cl)NCCCN1CCOCC1	6%	-0.3%	-17%	1.6%[50 µM]	0.0	73	0%	2%	-0.2%	-9%
Cc1ccc(Cn2c(S(=O)(=O)O)nc3ccccc32)cc1	-1%	-2.4%	10%	-0.2%	-0.9	51	3%	0%	-0.1%	0%
O=C(CNc1n[nH]c(=O)[nH]c1=O)N/N=C/c1ccccc1	12%	-0.8%	-1%	·	1.0	57	14%	·	0.4%	12%
Cc1c(C(=O)NC(C)C2CC3CCC2C3)cccc1[N+](=O)[O-] (configuration not stated)	3%	0.2%	24%	0.0%	0.4	46	6%	-8%	0.2%	-3%
Cc1cc(C(=O)NCc2ccc(Cl)cc2)n(-c2ccccc2)n1	9%	-0.3%	8%	-1.1%[50 µM]	0.2	59	8%	-3%	0.3%	7%
COc1ccc(C2/C=C\CN(S(=O)(=O)c3ccc(-c4ccccc4)cc3)CC(=O)N2Cc2ccc(F)cc2)cc1 (configuration not stated)	5%	2.3%	-2%	0.8%	1.7	68	7%	-10%	0.8%	3%
COc1ccc(CCNC(=O)CCCc2nnc3n(C)c(=O)c4sccc4n23)cc1OC	34%	-1.2%	11%	-0.2%	-1.9	45	-3%	-6%	0.6%	4%
Cc1cc(C)n2nc(CCCO)nc2n1	11%	0.0%	4%	-0.3%	0.2	44	2%	0%	0.0%	-3%
CCN1CCCC1CNC(=O)c1ccc(N2CCOCC2)c(NS(=O)(=O)c2ccc(OC)cc2)c1 (configuration not stated)	-9%	-0.3%	20%	1.6%	1.0	48	7%	-14%	-0.3%	21%
Clc1ccc2nnc(Cl)n2n1	-5%	-1.0%	6%	-0.5%	0.8	54	-5%	·	-0.3%	9%
COc1ccc(F)cc1S(=O)(=O)Nc1ccc(C)cc1	-4%	-0.8%	7%	1.5%	-0.6	55	-1%	-9%	0.2%	2%
CC1=CCC(COC(=O)Nc2ccccc2)CC1 (configuration not stated)	?	-2.0%	11%	2.0%	0.0	48	-3%	-2%	0.1%	-9%
COc1ccc(C(=O)Nc2nc(-c3cccs3)cs2)cc1	11%	-0.6%	0%	-0.2%	5.2	54	1%	-3%	0.5%	4%
CN1CCN(c2ccc(NC(=O)c3ccc4c(c3)OCCO4)cc2Cl)CC1	2%	1.3%	10%	0.2%	3.9	38	14%	-5%	0.6%	18%
CCN(CC)c1nc2c(c(=O)[nH]c(=O)n2C)n1CCOc1ccccc1	20%	-0.2%	2%	-0.5%	1.2	61	-6%	3%	0.0%	-5%
Cc1nc(NC(=O)C2CCCCC2C(=O)O)sc1C (configuration not stated)	-3%	-1.7%	3%	2.4%[50 µM]	0.2	51	2%	-5%	0.3%	1%
CC(=O)C1=C(O)C(=O)N(CCCn2ccnc2)C1c1ccc(Cl)cc1 (configuration not stated)	4%	-0.9%	4%	0.1%	0.7	36	-5%	2%	-0.1%	-4%
Nc1c(C(=O)N/N=C/c2cccnc2)cnn1-c1ccccc1	0%	-3.5%	12%	1.3%[50 µM]	-1.3	83	-4%	-1%	0.1%	9%
O=C(COC(=O)c1cc(-c2cccs2)nc2ccccc12)NC1CCS(=O)(=O)C1 (configuration not stated)	50%	0.6%	-12%	-0.5%	0.5	35	11%	-5%	0.9%	21%
CNC(=O)CN(Cc1ccccc1)S(=O)(=O)c1ccccc1	2%	13%	4%	2.3%	1.4	55	-4%	-6%	-0.2%	5%
O=S(=O)(/C=C/c1ccccc1)Nc1ccc2c(c1)OCO2	-10%	-2.2%	3%	-0.7%[50 µM]	-0.4	55	2%	-2%	-0.4%	-1%
CCOc1cc(N2CCOCC2)c(OCC)cc1NC(=O)c1nc2nc(C)cc(C)n2n1	3%	-1.5%	-10%	0.2%	-0.1	71	0%	-1%	-0.2%	-8%
CC(=O)Nc1ccc(NC(=O)COc2ccc(Br)cc2C)cc1	8%	-1.4%	11%	0.1%	1.8	75	-2%	0%	-0.2%	6%
CC(NCC(O)c1ccc([N+](=O)[O-])cc1)C12CC3CC(CC(C3)C1)C2 (configuration not stated)	1%	-0.8%	13%	-1.4%	0.8	44	1%	-2%	0.1%	17%

An unsorted share of the library. Share with any hit: about 1.2%.
